Screens (PubChem BioAssay)
TDP1 inh: blocks human tyrosyl-DNA phosphodiesterase 1; recombinant TDP1, AlphaScreen DNA substrate cleavage; Q9NUW8; 350,000 tested, 0.28% active; Potency, µM (doses to about 130 µM), inactives show top-dose activity change, negative = inhibition, usual class: inhibitors; AID 485290; further: nearly all actives have a fitted effect of over 40% in size
Target sequence (Q9NUW8 whole entry, looked up): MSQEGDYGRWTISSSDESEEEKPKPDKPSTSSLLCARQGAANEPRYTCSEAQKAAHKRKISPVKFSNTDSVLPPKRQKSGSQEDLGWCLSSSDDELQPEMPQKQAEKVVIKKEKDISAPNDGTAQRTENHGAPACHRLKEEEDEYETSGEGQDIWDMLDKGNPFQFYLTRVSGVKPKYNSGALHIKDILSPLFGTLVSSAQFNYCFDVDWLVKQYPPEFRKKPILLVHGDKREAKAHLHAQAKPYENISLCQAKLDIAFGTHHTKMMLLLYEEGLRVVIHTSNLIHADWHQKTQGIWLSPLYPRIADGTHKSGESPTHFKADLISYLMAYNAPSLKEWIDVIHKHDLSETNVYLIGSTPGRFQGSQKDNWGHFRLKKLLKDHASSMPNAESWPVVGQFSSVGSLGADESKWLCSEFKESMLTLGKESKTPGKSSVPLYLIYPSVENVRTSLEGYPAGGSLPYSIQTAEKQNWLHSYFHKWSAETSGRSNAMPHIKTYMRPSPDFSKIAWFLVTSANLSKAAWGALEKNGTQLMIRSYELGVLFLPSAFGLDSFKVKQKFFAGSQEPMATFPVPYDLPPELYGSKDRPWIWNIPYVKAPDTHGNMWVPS
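Steps: enzyme plus compound, 15 min RT; add biotin/phosphotyrosine-FITC oligonucleotide (15 nM final), react 5 min; add donor/acceptor beads (10 ug/ml final), 10 min; read AlphaScreen. Tdp1 at 1 nM final.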
N370S GC: N370S glucocerebrosidase modulation, Gaucher chaperone candidate; Potency, µM (doses to about 59.4 µM), inactives show top-dose activity change, negative = inhibition, usual class: inhibitors; 330,000 tested, 0.092% active; P04062; N370S GC spleen homogenate, 4MU-glucoside fluorescence;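 further: 0% = full enzyme activity and -100% = no enzyme basal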
FEN1 inhibitor: blocks human flap endonuclease 1; Potency, µM (series often up to 114 µM), for the others: at the top dose activity change, negative = inhibition, most hits filed as inhibitors; Recombinant FEN1 flap cleavage, fluorescence, 15 min; 390,000 tested, 0.35% active; P39748; further: nearly all actives have a fitted effect of over 65% in size
Target sequence (P39748 whole entry, looked up): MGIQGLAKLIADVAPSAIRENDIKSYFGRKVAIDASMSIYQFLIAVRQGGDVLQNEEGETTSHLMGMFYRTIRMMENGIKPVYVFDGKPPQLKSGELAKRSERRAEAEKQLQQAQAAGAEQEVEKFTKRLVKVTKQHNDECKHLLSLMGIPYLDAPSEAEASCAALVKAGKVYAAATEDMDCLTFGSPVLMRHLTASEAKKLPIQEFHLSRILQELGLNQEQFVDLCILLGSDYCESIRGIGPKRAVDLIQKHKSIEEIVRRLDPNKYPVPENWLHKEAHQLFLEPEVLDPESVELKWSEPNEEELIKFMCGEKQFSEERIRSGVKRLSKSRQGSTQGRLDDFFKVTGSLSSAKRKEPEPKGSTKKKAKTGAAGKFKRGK
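Recombinant FEN1 (10 nM) was preincubated with pin-transferred compounds for 15 min at room temperature, then flap DNA substrate (50 nM final) was added. Plates were read at 0 and 15 min, and normalized concentration–response data were fitted to a four-parameter Hill equation.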
* = called active by the depositor; u = inconclusive; x = not tested or not shown; & = joins results of further samples; [ ] = dose if it differs, or a comment. The call rests on the fitted dose curve; in most records, active means well fitted curve in the direction sought with a large enough effect; inconclusive means small, poorly fitted or top-dose-only effect, or another doubt; inactive means no such curve, though single readings can be large; an effect the other way counts as inactive or inconclusive. Unless noted, on the % scale 0 is the no-effect control and ±100 the full control effect; potency means the concentration at half of the fitted maximal effect. Rows are unselected, and some 0.53% of all compounds hit somewhere here.

compound | TDP1 inh | N370S GC | FEN1 inhibitor
Cc1cccc(NC(=O)c2c(O)c3ccccc3[nH]c2=O)c1 | x | -1% | 16%
CCN(C(=O)C(C)N1C(=O)/C(=C/c2cccs2)SC1=S)C1CCS(=O)(=O)C1 (stereo unspecified) | 8% | -23% | -5%
CN(Cc1ccc(F)cc1)Cc1nc(-c2ccccc2)no1 | -7% | 3% | -8%
CNC(=O)NC(=O)COC(=O)/C=C/c1cccc(Br)c1 | 5% | 5% | -16%
Cc1ccc(OCC(=O)Nc2ccc(S(=O)(=O)Nc3ccccn3)cc2)cc1 | -2% | -9% | -8%
Cc1nn(-c2ccccn2)c2c1C(=O)C(Br)CC2 (stereo unspecified) | u | -10% | -5%
CSc1ncc(CN2CCN(C3CCN(C(C)C)CC3)C(CCO)C2)cn1 (stereo unspecified) | 3% | -3% | 2%
CCc1cccc(NC(=O)Cn2c(=O)n(CC3CCC(C(=O)NC)CC3)c(=O)c3sccc32)c1 (stereo unspecified) | 6% | x | -6%
Cc1c(OCC(=O)N(C)c2ccccc2)ccc2c3c(c(=O)oc12)CCC3 | x | 13% | -14%
O=C(NCc1ccccc1)c1ccc2c(=O)n(CCCN3CCCC3=O)c(=S)[nH]c2c1 | 6% | 4% | -3%
CCn1c(SCC(=O)N2CCCCC2)nc2c(c1=O)SCC2 | 6% | -7% | 11%
CSc1nc(N)c(C#N)c(-c2ccccc2Cl)c1C#N | 10% | 5% | -14%
CCS(=O)(=O)N1CCc2cc(C(=O)Nc3cc(Cl)ccc3C)ccc21 | 9% | x | 10%
CC(C)(C)c1ccc(N/N=C(\C#N)S(=O)(=O)C(C)(C)C)cc1 | 2% | -13% | -18%
Cc1cc(C)c(C)c(S(=O)(=O)NCc2ccc(C(=O)NCC3CCCO3)cc2)c1C (stereo unspecified) | 3% | 19% | 14%
CC1CCN(C(=O)CSc2ccc(-c3ccc4c(c3)OCCO4)nn2)CC1 | x | -15% | -1%
CC(C)N(C(=O)CSc1n[nH]c(=O)n1CCc1ccccc1)C(C)C | -9%[0.0935 µM] | -10% | 5%
CCc1nnc(NC(=O)CSc2nc3cccnc3n2Cc2ccccc2)s1 | -8% | 15% | 0%
Cc1ccc(-c2ccc(CCC(=O)O)n2NC(=O)c2ccc([N+](=O)[O-])cc2)cc1 | x | -8% | 14%
C=CCOc1ccccc1C1C2=C(CC(C)(C)CC2=O)Nc2c1c(=O)n(C)c(=O)n2C (stereo unspecified) | 5% | 2% | 4%
CCOC(=O)c1c(C)[nH]c(C2=NNC(=Nc3ccccc3)SC2)c1C | -3% | 7% | 1%
O=C(CCC1N=C2c3ccccc3N=C(SCC(=O)Nc3ccccc3F)N2C1=O)NCc1ccco1 (stereo unspecified) | 2% | x | -3%
CC(C)(C)c1cc(NC(=O)Nc2ccccc2OC(F)(F)F)no1 | x | 2% | -18%
COCCCNC(=O)CNC(=S)N(Cc1ccccc1F)C1CCCCC1 | 2% | 4% | -14%
Cc1cccc(C(=O)Nc2ccc(C)c(OC(=O)c3cccc(C)c3)c2)c1 | 4% | 16% | x
CCc1noc(C)c1C(=O)N1CCCSC1=Nc1ccccc1OC | x | -2% | -6%
O=C(Nc1ccc(O)cc1C(=O)O)c1cccs1 | -3% | 6% | 3%
Cc1ccccc1Cc1c(C)nc2c(C(=O)NCc3ccc4c(c3)OCO4)cnn2c1C | -2% | 16% | 8%
CN1CCCN(S(=O)(=O)c2ccccc2)CC1 | x | -1% | 0%
c1ccc2cc(OCCN3CCCC3)ccc2c1 | -5% | 19% | -8%

New compounds follow
compound | TDP1 inh | N370S GC | FEN1 inhibitor
COc1ccccc1N(C(=O)c1snc(C(N)=O)c1N)C(C(=O)NC1CCCCC1)c1cccc(OC)c1OC (stereo unspecified) | x | u | -14%
CC(C)C[C@H](NC(=O)N1CC(=O)Nc2ccccc21)C(=O)N[C@@H](Cc1ccccc1)C(=O)O | x | -1% | 17%
CC(=O)c1cc(CN2CCN(CCC(C)C)C(CCO)C2)cs1 (stereo unspecified) | -4% | 1% | 2%
COc1ccc(NC(=O)CSc2nc(N)c3cc4c(nc3n2)CC(C)(C)OC4)cc1 | x | 19% | 13%
CCCC(=O)Nc1nnc(CCN2CCCCC2)s1 | 0% | 2% | -9%
O=C(CCSCc1ccc(Cl)cc1)NCc1ccco1 | 5% | 2% | -1%
CCc1nnc(NC(=O)CSCc2cc(=O)n3nc(C)sc3n2)s1 | 1% | 1% | -9%
COc1ccccc1NC(=O)N(CCN1CCOCC1)Cc1cc2cc(C)cc(C)c2[nH]c1=O | 7% | -7% | -1%
CNc1ccccc1-c1nc2ccccc2n(C)c1=O | 7% | -1% | -1%
CSCc1cc(N2CCOCC2)nc(-c2ccccc2)n1 | -3% | 0% | -3%
O=C(CSc1ncn(-c2ccccc2)n1)c1cccs1 | 7% | 23% | -2%
Cc1c2cnn(CC(=O)O)c(=O)c2c(C)n1Cc1cccc(Cl)c1 | -3% | x | -1%
O=C1c2ccccc2C(=O)N1CC1c2ccccc2CCN1C(=O)CN1CCOCC1 (stereo unspecified) | -2% | -9% | -5%
CCOC(=O)C1=C(C)Nc2sc(C(=O)c3ccc(C)cc3)c(N)c2C1c1ccc(C(=O)OC)cc1 (stereo unspecified) | 5% | -3% | -5%
CN(C)CCCn1c(NC(=O)C2CCCCC2)nc2ccccc21 | 3% | 2% | -1%
Nc1ccc(N)c(C(=O)O)c1 | 0.28µM* | u | u
COc1cccc(-c2ccc(NC(=O)C3CCCN(Cc4nccn4C)C3)cc2)c1 (stereo unspecified) | 7% | -13% | -5%
Cc1ccc(S(=O)(=O)N2CCN(C(=O)c3ccco3)CC2)cc1C | x | -7% | 2%
CCN(CC)CCn1nc(C)nc1-c1ccccc1O | 7% | 2% | 0%
Cc1ccc(S(=O)(=O)N2CCCc3cc(NS(=O)(=O)c4ccc(F)cc4)ccc32)cc1 | -1% | x | 9%
COc1ccccc1-n1cnnc1SCC(=O)Nc1ccccc1 | 6% | 0% | 4%
CCN1C(=O)[C@H]2[C@H]3[C@H](O)[C@H](O)C/C(=N\OC[C@@H](C)[C@H](OCc4ccccc4)C(C)C)[C@@H]3CC[C@H]2C1=O | 3% | -18% | x
O=C1C=C(c2cccc(O)c2)C[C@@H](c2ccc(F)cc2)C1 | 0% | x | -23%
CC(C)c1ccc(NC(=O)COC(=O)c2ccc(CN3CCCC3=O)cc2)cc1 | 0% | x | -1%
Clc1ccc(OCc2cn3ccccc3n2)c2ncccc12 | 9% | -17% | -4%
CC(C)(C)C(=O)Nc1ccc(-c2cn3cccnc3n2)cc1 | x | u | 0%
Cc1ccc(NC(=O)COC(=O)c2c(-c3ccccc3)noc2C)cc1 | 2% | x | 12%
O=[N+]([O-])c1cc(C(F)(F)F)ccc1Cl | 1%&10% | -12% | -8%
Cc1ccc(CNc2ccc3c(c2)nc(C)n3C)cc1 | x | 1% | 2%
COc1ccccc1/C=N/NC(=O)c1ccc(Br)cc1 | 4% | 15% | -15%

Carrying on.
compound | TDP1 inh | N370S GC | FEN1 inhibitor
CCc1ccc(NC(=O)C2CCCN(S(=O)(=O)c3ccc4c(c3)oc(=O)n4C)C2)cc1 (stereo unspecified) | 1% | x | 0%
Cc1ccccc1-c1nc(-c2ccccn2)no1 | 2% | -1% | 18%
Cc1cccc(OCCC(=O)NCC(c2ccco2)N2CCCCC2)c1 (stereo unspecified) | 1% | -16% | 4%
Nc1ccccc1SCc1cc([N+](=O)[O-])cc2c1OCOC2 | 12% | 6% | u
COc1cc2c(cc1OC)C(c1cc3ccccc3oc1=O)=NC(C)(C)C2 | 6% | -1% | -6%
CCOC(=O)N1CCN(c2nc(=S)n(-c3ccccc3)c(C)c2C(C)=O)CC1 | 3% | 4% | 12%
Cc1nn(CC2CC2)c(=O)n1-c1ccc(F)cc1 | 1% | 3% | -1%
Cc1c2c(nc3nc4ccccc4n13)CCCC2=O | 1% | -8% | x
CCOC(=O)c1ccc(CNC(=O)c2cc(C(C)(C)C)oc2C)o1 | 2% | 0% | -8%
C/C(CC(=O)Nc1cccc(C(F)(F)F)c1)=N\NC(=O)c1ccncc1 | x | -12% | -16%
COC(=O)c1ccc(COc2ccc(C=O)cc2OC)o1 | -3% | -9% | -3%
COc1cccc2cc(-c3nc4sc5c(c4c(=O)[nH]3)CCC(C(C)(C)C)C5)c(=O)oc12 (stereo unspecified) | 3% | x | 21%
COc1cccc(Cn2c(N)c(C#N)c3nc4ccccc4nc32)c1OC | -2% | u | 1%
COc1ccc(C(=O)N/N=C/c2ccc(OC)c(CN3CCCc4ccccc43)c2)cc1 | 5% | 14% | -6%
COc1ccc(N2CCN(C(=O)Cc3ccc(Cl)cc3)CC2)cc1 | 8% | -3% | -2%
CCOC(=O)c1ccc(NC(=S)N2CCSC2c2ccc(Cl)cc2)cc1 (stereo unspecified) | 8% | 1% | -13%
CC(C)Cc1nnc(NC(=O)c2ccc(N3CCCC3=O)cc2)s1 | 0% | -22% | -19%
CCCCOc1ccc(-c2nnn(CC(=O)Nc3ncc(CC(=O)OCC)s3)n2)cc1 | 5% | 13% | -18%
CCOC(=O)C1(CC2CCCCO2)CCN(C(=O)Nc2ccc3c(c2)OCO3)CC1 (stereo unspecified) | x | -12% | 11%
Cc1ccc2oc(-c3cccc(NC(=O)c4ccc(Br)o4)c3C)nc2c1 | 1% | x | -3%
COc1ccc(CNC(=O)CN2CCN(C(c3ccccc3)c3ccccc3)CC2)cc1 | 6% | -9% | -23%
COc1ccccc1Oc1ccc(S(=O)(=O)NCc2ccccn2)cc1 | 6% | 2% | -13%
CCCCOc1cccc(/C=N/NC(=O)c2csc(C)c2C)c1 | 1% | 6% | -17%
C=CCn1c(C(CC(C)C)CC(C)O)n[nH]c1=S (stereo unspecified) | 5% | -10% | 3%
COCC(=O)N(CCc1ccc(OC)c(OC)c1)Cc1nc2ccccc2c(=O)[nH]1 | 0% | 4% | 4%
O=C(O)C1C2C=CC(C2)C1C(=O)Nc1cccc(Cl)c1 (stereo unspecified) | x | -2% | -6%
COc1ccccc1C(CNC(=O)c1ccc(OCc2c(C)noc2C)cc1)N1CCCC1 (stereo unspecified) | 0%[56.1 µM] | x | 5%
O=C(COc1ccc(Br)cc1CNCCCN1CCOCC1)Nc1ccccc1 | 8% | -2% | 5%
CCOC(=O)c1oc2cc(O)cc(C)c2c(=O)c1-c1cscn1 | 5% | 3% | -11%
CCOC(=O)c1[nH]c2ccc(OC)cc2c1NC(=O)N1CCOCC1 | -3% | 2% | -3%

One compound at a time (already shown). Order of screens: TDP1 inh, N370S GC, FEN1 inhibitor
Shown for Cc1cccc(OCCC(=O)NCC(c2ccco2)N2CCCCC2)c1 (stereo unspecified) → 1%, -16%, 4%
Shown for Cc1c2c(nc3nc4ccccc4n13)CCCC2=O → 1%, -8%, x
Shown for O=C(COc1ccc(Br)cc1CNCCCN1CCOCC1)Nc1ccccc1 → 8%, -2%, 5%
Shown for CCOC(=O)C1(CC2CCCCO2)CCN(C(=O)Nc2ccc3c(c2)OCO3)CC1 (stereo unspecified) → x, -12%, 11%
Shown for CCOC(=O)c1ccc(NC(=S)N2CCSC2c2ccc(Cl)cc2)cc1 (stereo unspecified) → 8%, 1%, -13%

(cont.)
compound | TDP1 inh | N370S GC | FEN1 inhibitor
O=C(CCN1C(=O)/C(=C/C=C/c2ccccc2)SC1=S)Nc1nc2ccccc2s1 | 5% | 2% | 2%
CN(C)C(=O)CN1CCN(C(=O)CCl)CC1 | 5% | 2% | 12%
O=C(c1ccc(CS(=O)c2ccccc2Cl)o1)N1CCN(c2ccccn2)CC1 (stereo unspecified) | 5% | -9% | -6%
CCc1nnc(NC(=O)c2nc(S(C)(=O)=O)ncc2Cl)s1 | 10% | x | 5%
COc1ccc(NC(=O)CN(C)C(=O)c2ccc(NC3CC3)c([N+](=O)[O-])c2)cc1 | x | -7% | 7%
COc1ccccc1CNC(=O)CCCOc1cc(=O)n(C)c2ccccc12 | 0% | u | -4%
COCCNC(=O)CSc1nnc2c(Cl)cc(Cl)cn12 | 3% | 0% | 11%
CC(=O)N[C@@H](C(=O)O)C(C)(C)SN=O | 19% | -3% | x
CC(C)(C)c1ccc(S(=O)(=O)N2CC(=O)Nc3ccccc32)cc1 | 0% | u | -14%
CC(NS(=O)(=O)c1cccc(C(=O)O)c1)C12CC3CC(CC(C3)C1)C2 (stereo unspecified) | 3% | 7% | 27%
CN(C)c1ccc(Nc2nc(N)c([N+](=O)[O-])c(N3CCOCC3)n2)cc1 | 11% | -16% | -14%
